C-LANA FP = inhibitors of KSHV C-LANA binding to DNA, primary screen, biochemical, fluorescence polarization, FAM-LBS DNA, MBP-C-LANA, single point; actives 0.078% (n = 340,000); Kaposi's sarcoma herpesvirus LANA C-terminal domain (residues 932-1162) DNA binding; inhibition, % at 9 µM; AID 504423, 2011;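 active = highest replicate inhibition at or above 60% at 9 µM, even if other replicates fall short; inactive = all replicates below 60% inhibition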;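 note: 0% = neutral control wells and 100% = 4 µM acridine orange control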
RTF Ca sens inh = cardiac RTF calcium sensitivity inhibitors, primary screen, biochemical, IANBD-TnC fluorescence, EC70 calcium; Troponin I, cardiac muscle (Homo sapiens) + Troponin T, cardiac muscle (Homo sapiens) + …; IANBD-labeled cardiac RTF, Ca2+ fluorescence; inhibition, % at 7.15 µM; actives 0.12% (n = 340,000); AID 493244, 2011;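 active = inhibition above the mean inhibition of all tested compounds plus 3 SD, cut at about 17% in these data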;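 note: assay run at fixed EC70 calcium of 1.6 mM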
Keap1-Nrf2 PPI = Keap1-Nrf2 protein-protein interaction inhibitors, primary screen, biochemical, fluorescence polarization, single point; actives 0.15% (n = 340,000); Keap1 Kelch-Nrf2 peptide fluorescence polarization, 1536-well; AID 504523, 2011; inhibition, % at 9.4 µM; in the data active = inhibition above about 12%; inconclusive = no clear call, values can overlap the other calls; inactive = below about 7.3%;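 note: human Keap1 Kelch domain with fluorescein labeled Nrf2 9mer peptide probe; 0% = neutral control wells and 100% = peptide positive control; higher means more block of Keap1 binding to Nrf2 peptide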
CAL PDZ FP-1 = untagged CAL PDZ binding inhibitors, primary screen, biochemical, fluorescence polarization, HTS; purified CAL PDZ, TMR-peptide fluorescence polarization, 1 h; Golgi-associated PDZ and coiled-coil motif-containing protein (Homo sapiens), Q9HD26; AID 602252, 2012; inhibition, % at 24.9 µM; actives 0.92% (n = 300,000);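 active = mean inhibition of at least 30% with at least half of replicates also reaching 30%; inconclusive = no clear call, values can overlap the other calls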;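 note: 0% = DMSO neutral control and 100% = excess unlabeled competitor peptide PRC23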
RTF Ca sens act = cardiac RTF calcium sensitivity activators, primary screen, biochemical, IANBD-TnC fluorescence, EC20 calcium. Troponin I, cardiac muscle (Homo sapiens) + Troponin T, cardiac muscle (Homo sapiens) + …. activation, % at 7.2 µM. IANBD-labeled TnC RTF fluorescence at EC20 calcium; 0% EC20 calcium, 100% full calcium. actives 0.24% (n = 340,000);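 active = activation above the mean over all tested compounds plus 3 SD, cut at about 30% in these data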;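 note: rise in fluorescence read as greater calcium sensitivity of cardiac thin filaments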
CAL PDZ FP-2 = CAL PDZ peptide-binding inhibitors, primary screen, biochemical, fluorescence polarization, Cer-tagged CAL PDZ, HTS. inhibition, % at 20 µM. Golgi-associated PDZ and coiled-coil motif-containing protein (Homo sapiens), Q9HD26. actives 0.02% (n = 330,000). AID 504414, 2011. purified CAL PDZ, TMR-peptide fluorescence polarization, 1 h;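 active = highest replicate inhibition of at least 40%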;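 note: plate controls were DMSO neutral control wells for no effect and unlabeled competitor peptide control wells for full effect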
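material = purified tagged CAL PDZ domain construct (CerCALP) | compound dosing = 20 µM, one dose | times = 1 h at RT | measured by = fluorescence polarization from S- and P-plane intensities, G-factor corrected | read-out = inhibition from polarization loss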
Rtt109 HAT inh = inhibitors of C. albicans Rtt109/Vps75 HAT, primary screen, biochemical, ThioGlo CoA-SH fluorescence, plate reader; Histone acetyltransferase RTT109 (Candida albicans (strain SC5314 / ATCC MYA-2876)), …; actives 0.16% (n = 330,000); inhibition, % at 34.9 µM; purified Rtt109/Vps75, 4 h; AID 540336, 2011;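 active = inhibition of at least 50% in every replicate; inconclusive = best replicate reaches 50% inhibition but some replicates fall short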
Target sequence (Q5AAJ8 whole entry, looked up): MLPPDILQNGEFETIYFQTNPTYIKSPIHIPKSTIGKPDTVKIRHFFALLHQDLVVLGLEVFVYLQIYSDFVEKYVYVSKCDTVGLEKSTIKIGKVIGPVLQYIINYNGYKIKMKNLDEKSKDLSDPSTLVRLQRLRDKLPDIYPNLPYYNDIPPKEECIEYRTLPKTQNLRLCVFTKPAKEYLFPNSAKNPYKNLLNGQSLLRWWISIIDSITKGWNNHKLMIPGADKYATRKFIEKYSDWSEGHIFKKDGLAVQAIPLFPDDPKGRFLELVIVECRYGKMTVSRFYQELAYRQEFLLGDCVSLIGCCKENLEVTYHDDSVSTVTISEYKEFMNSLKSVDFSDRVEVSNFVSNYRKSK
DAGLB inh = DAGLB lipase inhibitors, primary screen, biochemical, fluorescence, HTS; HEK293T DAGLB membrane lysate, EnzChek fluorogenic substrate; Diacylglycerol lipase-beta (Homo sapiens), Q8NCG7; inhibition, % at 5.17 µM; actives 0.059% (n = 340,000); in the data active = inhibition above about 34%;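 note: 0% = enzyme with vehicle and 100% = wells lacking enzyme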
SR-BI DiI-HDL act = activators of SR-BI mediated DiI-HDL uptake, primary screen, ldlA[mSR-BI] CHO cells, DiI fluorescence; actives 0.096% (n = 320,000); activation, % at 12.5 µM; 3 h; 100 = double the neutral-control signal;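 active = mean replicate activation of at least 60% and every replicate at or above 60%; inconclusive = mean or all-replicate condition met, but not both; inactive = mean below 60% and not all replicates reaching 60%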;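 note: 0% = median plate neutral-control signal and 100% = twice that signal; values of inactives mirror those of a sister screen read the other way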
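Assay system: LDL receptor-deficient CHO ldlA cells overexpressing murine SR-BI / Medium: BSA-supplemented, HEPES-buffered Ham's F12, pH 7.4 / Probe or stimulus: DiI-labelled HDL at 10 µg/mL final / Timing: compound with DiI-HDL co-incubation, 3 h at 37 °C / Technique: bottom-read cell fluorescence after medium removal, ex 550/em 595 nm / Measure: HDL uptake via cellular fluorescence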
PKA-R2B activ = activators of PKA-R2B holoenzyme, primary screen, biochemical, fluorescence polarization, Cy5-IP20, human; PKA-R2B holoenzyme dissociation; R2B truncated from residue 108, S112A mutant; 0% DMSO only, 100% 113 µM cGMP; activation, % at 11.4 µM; actives 0.079% (n = 340,000); AID 504700, 2011;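 active = activation above a cutoff set at the mean over all compounds plus 3 SD, cut at about 18% in these data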;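 note: higher means more holoenzyme dissociation and a rise in polarization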
Target sequence (P31323 whole entry, looked up, other chains not shown, the tested form may be a part): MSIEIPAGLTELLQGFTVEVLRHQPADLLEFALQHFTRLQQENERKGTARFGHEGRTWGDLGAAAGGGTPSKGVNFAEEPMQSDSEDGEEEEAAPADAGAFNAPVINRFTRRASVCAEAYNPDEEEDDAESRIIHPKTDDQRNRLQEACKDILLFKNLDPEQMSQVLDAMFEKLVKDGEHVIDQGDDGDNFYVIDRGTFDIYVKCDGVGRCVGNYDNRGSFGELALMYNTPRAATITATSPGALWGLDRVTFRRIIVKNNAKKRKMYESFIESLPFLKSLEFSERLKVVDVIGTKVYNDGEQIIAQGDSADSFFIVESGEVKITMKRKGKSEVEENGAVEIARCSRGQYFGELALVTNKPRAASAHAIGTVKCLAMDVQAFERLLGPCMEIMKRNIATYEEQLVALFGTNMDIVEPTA
* hit, by the source's call; ? = inconclusive; . = no result given.

Value order – C-LANA FP	RTF Ca sens inh	Keap1-Nrf2 PPI	CAL PDZ FP-1	RTF Ca sens act	CAL PDZ FP-2	Rtt109 HAT inh	DAGLB inh	SR-BI DiI-HDL act	PKA-R2B activ
[1] COCCCN1C(=O)/C(=C/c2ccc(CNS(=O)(=O)c3ccccc3)o2)C(C(=O)OC)=C1C
  -0.5	-11	-2	9	16	-1.0	-1	-1	-3	5
[2] CCOc1ccc(S(=O)(=O)NCCC(=O)N2CCCCCCC2)cc1
  0.3	1	-3	-1	0	-0.4	1	-2	36	6
[3] CN(c1ccccc1)S(=O)(=O)c1ccc(Cl)c(C(=O)OCC(=O)N2CCOCC2)c1
  1.1	-8	5	3	3	-0.2	-11	-2	-29	-6
[4] COc1ccc(CNC(=O)CCC(=O)Nc2nnc(CC(C)C)s2)cc1
  -0.6	6	-1	3	-5	0.9	0	1	16	12
[5] CN(C)c1nc(NNC(=O)c2ccccc2)nc(N(C)C)n1
  0.6	-3	-4	-2	-6	-0.9	12	0	-1	-1
[6] NC(=O)CN1CCN(c2cccc(Cl)c2)CC1
  -0.6	-4	-2	-2	1	0.0	15	-1	27	3
[7] O=C(/C=C/c1ccc(Cl)cc1)NCCSc1ccccc1
  -0.5	-7	-2	-3	4	-3.1	-7	-7	15	-2
[8] Cc1nnc(-c2ccccc2)c[n+]1[O-]
  1.7	-5	1	0	-2	-0.9	-9	-2	34	0
[9] Cc1cc(NS(=O)(=O)c2ccc(NC(=O)C(C(C)C)N3C(=O)c4ccccc4C3=O)cc2)nc(C)n1 (stereo not given)
  -0.8	-6	-6	-4	7	-3.3	1	1	16	-8
[10] Cn1c(-c2ccccc2)cnc1N
  0.1	3	-5	-2	8	-2.9	-2	-1	-2	-12
[11] Cc1ccc(Cl)cc1NC1=NC(=S)N(C(C)C)C12CCCCC2
  -4.0	2	-3	0	5	-1.1	-1	-1	.	-8
[12] CC(=O)Oc1ccc2nc(CN3C(=O)c4ccc([N+](=O)[O-])cc4C3=O)oc(=O)c2c1
  0.0	-1	4	-1	-2	-2.4	-3	4	3	-3
[13] Cc1cc(=O)[nH]c(SCC(=O)Nc2ccc(S(=O)(=O)N3CCCCC3)cc2)n1
  -1.9	-14	0	-6	7	-5.9	5	1	3	4
[14] Cc1ccc(C)c(S(=O)(=O)N2CCCCC2CCNC(=O)C(=O)NC2CC2)c1 (stereo not given)
  .	0	.	-5	2	0.2	.	4	-9	0
[15] Cc1ccc(C(=O)N/N=C/c2cc(Br)ccc2O)cn1
  -0.6	1	0	-8	-2	-4.1	1	3	-75	-1
[16] Cc1occc1-c1nnc(SCC(=O)Nc2ccccn2)o1
  -0.8	0	4	-3	1	-3.1	5	-1	13	-7
[17] O=c1c2c3c(sc2n(CCN2CCCC2)c(=O)n1Cc1ccco1)CCCCC3
  0.6	4	-9	-1	0	-3.8	8	2	-8	-1
[18] O=C(NCCCl)Nc1ccccc1NS(=O)(=O)c1cccs1
  -1.0	-4	-5	.	3	-0.1	11	-2	6	4
[19] CCc1nn(C)c(N)c1C
  1.0	-8	-4	-5	9	1.1	-9	-2	-1	-2
[20] CCN1CCN(C(=O)C(C)Sc2nnc3nc(C)cc(C)n23)CC1 (stereo not given)
  -0.1	-12	0	.	1	1.3	-4	0	9	-1
[21] CC(C)Nc1nnc(SCC(=O)c2c[nH]c3ccccc23)s1
  0.0	-3	1	-1	-7	-3.1	-2	1	-21	-6
[22] O=C1c2ccccc2CN1c1ccccc1
  -1.0	6	4	-5	-1	0.2	-4	-2	-8	-2
[23] O=C(N1CCOCC1)N1CCc2ccccc21
  -0.9	-11	-4	-2	-3	-0.5	1	-1	-13	4
[24] O=[N+]([O-])c1ccc(O)c(/C=N/n2c(-c3ccccc3)n[nH]c2=S)c1
  1.9	-6	-1	-2	-4	-0.9	-5	5	-1	-3
[25] Cc1nn(C)c(Oc2cccc(Cl)c2)c1C(=O)O
  0.1	-10	-9	-3	0	-2.6	?	-1	-7	8
[26] CCc1ccc(NC(=O)CN2C(=O)CC(C)S(=O)(=O)c3ccccc32)cc1 (stereo not given)
  1.5	-11	-4	.	1	0.1	6	-3	3	-4
[27] N#Cc1cc(-c2ccccc2)nnc1Oc1ccccc1Cl
  -0.2	0	-1	-1	0	1.2	3	-4	-26	-2
[28] CC(=O)Nc1ccc(Oc2ccc3c(c2)C(=O)NC3=O)cc1
  1.0	-7	0	-1	0	-2.2	2	2	22	12
[29] O=C(OCc1ccccc1)/C(=C(\O)c1ccccc1Br)c1ccc(-c2ccccc2)cn1
  6.0	-11	-1	0	-3	0.7	-2	-5	-32	-9
[30] C=C(C)C(=O)Nc1cccc(C2=NOC3(C2)C[C@@H](C(N)=O)N(C(=O)c2cc([N+](=O)[O-])cc([N+](=O)[O-])c2)C3)c1 (stereo not given in full)
  4.2	5	-2	-3	-4	-0.7	3	-1	1	-4

Later entries:
Value order – C-LANA FP	RTF Ca sens inh	Keap1-Nrf2 PPI	CAL PDZ FP-1	RTF Ca sens act	CAL PDZ FP-2	Rtt109 HAT inh	DAGLB inh	SR-BI DiI-HDL act	PKA-R2B activ
[31] O=[N+]([O-])c1nn(-c2ccc3c(c2)OCCO3)n(O)c1=NC1CCCCCC1
  0.7	-1	-1	.	3	-0.2	-2	11	19	-5
[32] Cc1ccnc(NS(=O)(=O)Cc2ccccc2)c1
  -0.8	2	-5	0	-3	-2.1	-11	-2	-18	-17
[33] O=C1C2CCCN2C(c2ccc(Br)cc2)N1c1ccc(F)cc1 (stereo not given)
  0.6	-10	-4	.	1	-0.7	-2	1	6	7
[34] Cc1ccc(CC(=O)Nc2nc3ccccc3[nH]2)cc1C
  0.7	-1	-1	0	2	-1.6	-3	-1	4	-2
[35] Cc1cccc(C(=O)NCCNc2nc3cc(C)c(C)cc3cc2C)c1
  -2.2	-9	-6	2	2	-3.3	0	3	27	-4
[36] CN(C(=O)COC(=O)c1cc(=O)[nH]c2ccccc12)C1CCCCC1
  0.5	-1	-2	.	0	-0.2	4	-1	4	10
[37] COc1ccc2oc(C(=O)OCC(=O)NC3CCCCC3)c(C)c2c1
  -1.5	-2	-1	-4	-10	-1.6	33	-5	11	-11
[38] O=C(COC(=O)C1CSC2(c3ccc(F)cc3)CCC(=O)N12)NC(=O)NC1CCCC1 (stereo not given)
  0.2	-6	3	-2	6	-0.6	5	3	19	-11
[39] O=C1CCN(CCc2ccccc2)CCN1CCSc1ccc(Br)cc1
  -0.1	10	-5	0	7	0.7	-6	-2	18	3
[40] CC1(C)C(CC(=O)O)CC1C(=O)O (stereo not given)
  0.7	4	1	.	-3	-0.6	-11	-1	20	-11
[41] COc1ccc(NC(=O)C2CCCCN2S(=O)(=O)c2ccc(F)cc2)c(OC)c1 (stereo not given)
  0.7	0	-6	.	-4	-2.0	0	-2	-32	-15
[42] O=C(O)c1ccc2oc(=O)c(S(=O)(=O)c3ccccc3)cc2c1
  1.7	1	-6	-7	-5	-0.1	-11	3	-9	-3
[43] CCCCC(=O)Nc1ccc(NCc2ccc(C)s2)cc1
  0.6	1	3	-11	-3	-0.4	0	-3	-7	-5
[44] COc1ccc(S(=O)(=O)Nc2ccc(C(F)(F)F)cc2)cc1OC
  0.7	-1	9	0	-4	-0.6	-2	-2	24	-3
[45] CC12CCC(=O)N1C(C(=O)NNC(=O)COc1cccc(C(F)(F)F)c1)CS2 (stereo not given)
  -2.3	-20	-2	2	5	-3.5	-3	-2	1	8
[46] NC(=O)c1c(NC(=O)C2c3ccccc3Oc3ccccc32)sc2c1CCCCC2
  -0.4	3	-2	-1	1	-0.6	-4	3	-22	-3
[47] CS(=O)(=O)Cc1nc2ccccc2n1CC(=O)Nc1cccc(S(=O)(=O)N2CCCC2)c1
  0.6	5	-3	.	-6	-1.1	4	-1	23	4
[48] O=C(CN1CCN(Cc2ccccc2)CC1)N/N=C/C=C/c1ccco1
  0.2	-5	-5	-3	5	0.3	3	0	36	10
[49] O=C(Cc1c[nH]c2ccccc12)NCc1ccc2c(c1)OCO2
  0.0	3	0	2	-6	0.3	4	2	5	3
[50] CCOC(=O)N1CCN(CC(O)COc2ccc(C(C)C)c(C)c2)CC1 (stereo not given)
  -2.6	0	4	-1	-1	0.0	-10	-4	-15	-2
[51] Cc1cccc(Oc2ccc(S(=O)(=O)N3CCCCC3)cc2NC(=O)C2=COCCO2)c1
  1.6	3	-8	-1	8	-1.3	-12	-7	35	3
[52] CCOC(=O)C1=C(c2ccccc2)NC(=O)NC1c1cccc(OC)c1OC (stereo not given)
  -0.6	3	0	-5	-3	1.6	-5	3	.	4
[53] O=C(Nc1ccc(F)cc1)c1oc2ccccc2c1NC(=O)C1CCCC1
  -1.1	-3	3	-4	1	.	-3	-13	-50	-13
[54] Cn1cccc1/C=C1\SC(=O)N(CC(=O)Nc2ccc(Cl)cc2)C1=O
  0.4	8	-4	2	5	1.2	-3	1	14	4
[55] Cc1ccccc1NC(=S)NNC(=O)c1ccco1
  -0.8	-5	-2	-2	1	-1.8	-6	1	-6	-7
[56] Cc1cc(NC(=O)c2ccc(Cl)cc2)c(C)cc1O
  -1.8	-5	-2	2	1	-1.1	-3	-1	4	1
[57] O=S(=O)(c1ccccc1Br)N1CCN(c2ncccn2)CC1
  0.5	7	-3	7	-2	-1.0	1	1	.	-6
[58] Cc1ccc(N2C(=O)C3C4C=CC(CNC(=S)N5CCN(c6ccccn6)CC5)(O4)C3C2=O)cc1 (stereo not given)
  0.5	1	0	1	-2	-2.6	3	-6	.	-9
[59] CCc1ccccc1NC(=O)NCc1ccccn1
  -0.4	-6	0	-3	-2	-0.8	-7	0	15	-6

Bioassay records (PubChem)
